TGFb inhibitor – qHTS for Inhibitors of TGF-b. HepG2 CAGA-GFP TGF-b/SMAD3 reporter, GFP fluorescence, 18 h; TGF-beta stimulated, 500 pg/mL final. Potency, µM (series often up to 46.1 µM), for the others: at the top dose activity, negative = inhibition, actives largely listed as inhibitors. 1.2% of 410,000 active. AID 588855, 2011; further: potency means the concentration at half of the fitted maximal effect; on the % scale 0 is the no-effect control and ±100 the full control effect; nearly all actives have a fitted effect of over 65% in size
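Cell-based qHTS in HEPG2 carrying a CAGA-GFP Smad reporter; compounds added before 500 pg/mL final TGF-beta, 18 h incubation at 37 degrees C, GFP fluorescence quantified per cell by imaging cytometry.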
EPAC2 antag – qHTS for Antagonist of cAMP-regulated guanine nucleotide exchange factor 2 (EPAC2): primary screen; 0.18% of 360,000 active; Rap guanine nucleotide exchange factor 4 (Homo sapiens), Q8WZA2; AID 720708, 2013; EPAC2 GEF exchange of Rap1B-BODIPY-GDP, fluorescence; Potency, µM (highest dose often 114 µM), inactives show at the top dose activity, negative = inhibition, actives largely listed as inhibitors; further: potency means the concentration at half of the fitted maximal effect; on the % scale 0 is the no-effect control and ±100 the full control effect; nearly all actives have a fitted effect of over 45% in size; many of its hits are not listed in these tables
Target sequence (Q8WZA2 whole entry, looked up): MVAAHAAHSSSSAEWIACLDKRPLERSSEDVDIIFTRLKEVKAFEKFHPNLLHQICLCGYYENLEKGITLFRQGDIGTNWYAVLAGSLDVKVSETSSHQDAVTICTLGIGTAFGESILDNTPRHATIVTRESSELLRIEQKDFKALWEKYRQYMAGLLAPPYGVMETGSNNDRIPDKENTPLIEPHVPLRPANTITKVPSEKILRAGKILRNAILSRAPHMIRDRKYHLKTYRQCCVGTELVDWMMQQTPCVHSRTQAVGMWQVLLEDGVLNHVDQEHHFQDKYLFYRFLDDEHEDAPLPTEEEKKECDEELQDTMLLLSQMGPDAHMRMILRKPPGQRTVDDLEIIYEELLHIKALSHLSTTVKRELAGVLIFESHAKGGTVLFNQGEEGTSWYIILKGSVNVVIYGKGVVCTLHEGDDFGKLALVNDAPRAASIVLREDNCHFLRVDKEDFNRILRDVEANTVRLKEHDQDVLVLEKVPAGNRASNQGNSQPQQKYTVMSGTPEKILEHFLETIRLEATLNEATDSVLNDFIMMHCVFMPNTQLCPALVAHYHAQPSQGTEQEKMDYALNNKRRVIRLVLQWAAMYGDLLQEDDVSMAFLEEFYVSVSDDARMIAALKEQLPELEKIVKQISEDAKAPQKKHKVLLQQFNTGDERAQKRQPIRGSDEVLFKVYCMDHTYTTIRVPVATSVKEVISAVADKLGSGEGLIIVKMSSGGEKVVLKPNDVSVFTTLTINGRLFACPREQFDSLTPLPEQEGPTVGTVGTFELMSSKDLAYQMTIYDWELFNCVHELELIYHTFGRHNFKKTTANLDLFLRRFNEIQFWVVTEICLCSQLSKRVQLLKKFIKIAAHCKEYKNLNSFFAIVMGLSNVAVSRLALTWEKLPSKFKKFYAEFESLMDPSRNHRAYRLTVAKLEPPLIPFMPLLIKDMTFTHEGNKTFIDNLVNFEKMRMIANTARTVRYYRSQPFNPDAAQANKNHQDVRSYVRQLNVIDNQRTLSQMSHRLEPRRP
Nrf2 activator – qHTS of Nrf2 Activators | 0.31% of 410,000 active | Potency, µM (titrated, usually from 46.1 µM), for the others: at the highest dose activation, usual class: activators | AREc32 ARE-luciferase reporter (MCF7-derived line), luminescence, 24 h | AID 624171, 2012; further: potency means the concentration at half of the fitted maximal effect; % of control where 0% means no effect; nearly all actives have a fitted effect of over 65% in size
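ARE activation measured as luciferase luminescence (Steady-Glo, 30 min RT) in AREc32_Fluc cells after 24 hr compound exposure at 37 deg C, 5% CO2; cells seeded overnight at 1000/well in OPTI-MEM, 5% FBS.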
CCT chaperon mod – High-Throughput Screening for Modulators of Cytosolic Chaperonin Activity; purified chaperonin ATPase assay, HTRF ADP detection, 30 min; 0.3% of 360,000 active; activity change, % (concentration not given with the values), hits read low; AID 651819, 2012; in the data active means activity change below about -30%; further: on the % scale 0 is the no-effect control and ±100 the full control effect
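Enzyme 40 or 20 nM (batch-dependent) in Tris pH 7.4/KCl/MgCl2/DTT; cpd 76 uM single point; ATP 10 uM; 30 min 37 °C; Transcreener ADP HTRF detection, 30 min RT; ratio 665/615.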
Nrf2 block – Nrf2 qHTS screen for inhibitors | AID 504444, 2011 | A549 ARE-Fluc reporter, luciferase luminescence, 18-24 h | 2.1% of 360,000 active | Potency, µM (series often up to 46 µM), for the others: at the highest dose activity change, negative = inhibition, usual class: inhibitors; further: potency means the concentration at half of the fitted maximal effect; on the % scale 0 is the no-effect control and ±100 the full control effect; nearly all actives have a fitted effect of over 60% in size
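A549 ARE_Fluc cells, 5000/well, 5% FBS OPTI-MEM; compounds in dose-response, 18-24 h at 37 °C/5% CO2; CellTiter-Fluor viability read (Ex 405/Em 525), then BugLite luciferase luminescence = Nrf2 activity.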
EPAC2 agonist – qHTS for Agonist of cAMP-regulated guanine nucleotide exchange factor 4 (EPAC2): primary screen; EPAC2 activation, biochemical qHTS; response scale: 100% = 6.5 mM cAMP response; AID 720711, 2013; Potency, µM (doses to about 154 µM), inactives show at the top dose activation, hits mostly activators; 0.079% of 360,000 active; further: potency means the concentration at half of the fitted maximal effect; nearly all actives have a fitted effect of over 50% in size
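Fluorescence exchange assay: 100 nM EPAC2 with 250 nM RAP1B-BODIPY-GDP and 50 uM GDP; compounds tested as a concentration-titration series (qHTS). Loss of Rap1-bound BODIPY-GDP fluorescence read at 480/540 nm; data normalized to 6.5 mM cAMP.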
Mm-Cpn inhibitor – Inhibitors of TCP-1 ring complex (TRiC) of Methanococcus maripaludis (MmCpn): qHTS | purified Mm-Cpn ATPase, ADP Transcreener TR-FRET | Chaperonin Mm-Cpn (Methanococcus maripaludis) | Potency, µM (doses to about 76.9 µM), inactives show at the top dose activity, negative = inhibition, most hits filed as inhibitors | AID 504842, 2011 | 0.031% of 330,000 active; further: potency means the concentration at half of the fitted maximal effect; on the % scale 0 is the no-effect control and ±100 the full control effect; nearly all actives have a fitted effect of over 80% in size
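ATPase read-out: TR-FRET ADP immunoassay (anti-ADP Eu cryptate vs ADP-d2), ex 320 nm, em 590/665 nm; signal drops as ADP forms. Enzyme 25 nM, ATP 10 uM, 30 min at 37°C after 10 min compound preincubation.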
Akt phos inh – HTS Assay for Inhibitors of Akt Phophorylation: Primary Screen; Neuro2A IGF-stimulated pAkt S473 HTRF, 20 min; hits give low values; activity change, % for hits at 50 µM; 0.32% of 360,000 active; AID 651550, 2012; in the data active means activity change below about -80%; inconclusive means mostly about -51% to -80%; further: on the % scale 0 is the no-effect control and ±100 the full control effect
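Neuro2A cells (4,500/well, DMEM with 0.5% FBS) were treated with compound at a single 50 µM final concentration, stimulated with 6 nM IGF for 20 min at 37 °C, and lysed. Phospho-Akt Ser473 was read by HTRF as 665/615 ratio ×10^4.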
A549 viability – Nrf2 qHTS screen for inhibitors: counterscreen for cytotoxicity | A549 ARE-Fluc cells, CellTiter-Fluor viability, 18-24 h | Potency, µM (top dose mostly 46 µM), inactives show at the top dose activity change, negative = cytotoxicity, most hits filed as inhibitors | 0.16% of 390,000 active; further: potency means the concentration at half of the fitted maximal effect; on the % scale 0 is the no-effect control and ±100 the full control effect
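A549 ARE_Fluc cells in 5% FBS OPTI-MEM were exposed to compounds in concentration-response for 18-24 h at 37 deg C. Viability was read by CellTiter-Fluor fluorescence (Ex 405/Em 525) after 30 min, before the luciferase read.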
* marks the source's active call; other numbers are inactive results; i = inactive; u = inconclusive; x = no result given; [ ] = dose if it differs, or a comment. Unless noted, the call rests on the fitted dose curve; in most records, active means well fitted curve in the direction sought with a large enough effect; inconclusive means small, poorly fitted or top-dose-only effect, or another doubt; inactive means no such curve, though single readings can be large; an effect the other way counts as inactive or inconclusive. This is a subset; the hit share may differ from the screen's.

1: CC(C)(C)OC(=O)N1CCCC(C(=O)Nc2ccc(C(=O)N3CCOCC3)cc2)C1 (centres undefined)
2: CCN(CC(=O)Nc1ccc(NC(C)=O)cc1)C(=O)c1cccc(Oc2ccccc2)c1
3: COc1ccc(-c2cc(C(=O)Nc3ccc(S(=O)(=O)Nc4ncccn4)cc3)c3ccccc3n2)cc1
4: O=C(Nc1ccccn1)c1ccco1
5: COc1ccccc1C(=O)Nc1cccc(Oc2c(F)c(F)c(F)c(F)c2F)c1
6: COc1ccccc1NC(=O)/C(C#N)=C/c1c(C)nn(-c2ccc(F)cc2)c1Cl
7: Cc1ccc(C(=O)COC(=O)CN2C(=O)C3CC=CCC3C2=O)cc1[N+](=O)[O-] (centres undefined)
8: CCOc1cc(/C=N/NC(=S)Nc2ccccc2C(F)(F)F)ccc1OCC(=O)N1CCOCC1
Screen / compound no.	1	2	3	4	5	6	7	8
TGFb inhibitor	-18%	14%	-13%	-1%	2%	-1%	1%	-5%
EPAC2 antag	0%	-18%	-18%	2%	-3%	-5%	5%	-4%
Nrf2 activator	-0.1%	0.2%	1.5%	9.3%	0.0%	0.0%	-0.5%	0.9%
CCT chaperon mod	0.2	-3.9	1.5	0.2	0.1	0.1	-1.3	-1.3
Nrf2 block	10%	-19%	u	u	-24%	6%	3%	-12%
EPAC2 agonist	10%	1%	-3%	-5%	6%	8%	12%	-16%
Mm-Cpn inhibitor	u	1%	-1%	0%	1%	1%	x	0%
Akt phos inh	i	i	i	i	i	i	i	i
A549 viability	-1%	-9%	-16%	-4%	1%	4%	0%	-3%

9: Cc1cc(NC(=O)c2cc3n(n2)C(C(F)(F)F)CC(c2ccco2)N3)n(-c2ccccc2)n1 (centres undefined)
10: CCOc1ccc(N(C(=O)Nc2ccccc2)C2=NCCC2)cc1
11: CCCCCn1c(CCNC(=O)CCC)nc2ccccc21
12: CN(C)S(=O)(=O)c1cccc(NC(=O)c2cc(-c3cccs3)nc3ccccc23)c1
13: COc1ccc2c(c1)CCCC21NC(=O)N(CC(N)=O)C1=O (centres undefined)
14: Cn1nc(C(C)(C)C)c([N+](=O)[O-])c1C(=O)NC(C)(C)C
15: CN1C(=O)CC(C(=O)O)SC1=Nc1cccc(C(F)(F)F)c1 (centres undefined)
16: c1ccc(-c2nc3ccccc3nc2N2CCOCC2)cc1
Screen / compound no.	9	10	11	12	13	14	15	16
TGFb inhibitor	18%	1%	-2%	6%	-2%	4%	-6%	2%
EPAC2 antag	3%	-6%	6%	-2%	0%	8%	2%	-1%
Nrf2 activator	-0.3%	-0.5%	-0.3%	12%	-0.9%	-0.3%	0.1%	0.6%
CCT chaperon mod	1.7	-0.4	-0.1	-32*	-3.3	-1.2	-0.6	-3.5
Nrf2 block	-9%	u	u	-1%	10%	-2%	-16%	x
EPAC2 agonist	1%	7%	9%	8%	1%	3%	5%	3%
Mm-Cpn inhibitor	0%	2%	-10%	u	0%	4%	-4%	1%
Akt phos inh	i	i	i	i	i	i	i	i
A549 viability	-2%	9%	-2%	-2%	-11%[1.84 µM]	3%	x	-2%

Whole records, looked up by structure. Values in the order: TGFb inhibitor	EPAC2 antag	Nrf2 activator	CCT chaperon mod	Nrf2 block	EPAC2 agonist	Mm-Cpn inhibitor	Akt phos inh	A549 viability
COc1ccc2c(c1)CCCC21NC(=O)N(CC(N)=O)C1=O (centres undefined) is listed as -2%	0%	-0.9%	-3.3	10%	1%	0%	i	-11%[1.84 µM]
CN1C(=O)CC(C(=O)O)SC1=Nc1cccc(C(F)(F)F)c1 (centres undefined) is listed as -6%	2%	0.1%	-0.6	-16%	5%	-4%	i	x
Cc1cc(NC(=O)c2cc3n(n2)C(C(F)(F)F)CC(c2ccco2)N3)n(-c2ccccc2)n1 (centres undefined) is listed as 18%	3%	-0.3%	1.7	-9%	1%	0%	i	-2%
Cn1nc(C(C)(C)C)c([N+](=O)[O-])c1C(=O)NC(C)(C)C is listed as 4%	8%	-0.3%	-1.2	-2%	3%	4%	i	3%

Carrying on.
17: O=C(c1ccco1)N1CCN(Cc2nc3ccccc3[nH]2)CC1
18: O=C(Nc1ccc(S(=O)(=O)NCCc2ccccc2)cc1)c1ccncc1
19: O=C(O)c1cccc(S(=O)(=O)Nc2ccc(O)cc2Sc2nc3ccccc3s2)c1
20: C[C@H]1CN([C@@H](C)CO)C(=O)CCCn2nncc2CO[C@@H]1CN(C)C(=O)c1ccccc1
21: CN1CCN(C2CN(Cc3cn(Cc4ccccc4F)nn3)S(=O)(=O)C2)CC1 (centres undefined)
22: C/C(=N\NC(=O)c1nnn(-c2nonc2N)c1CN1CCCCCC1)c1ccc(Br)cc1
23: COc1ccc([C@@H]2[C@@H]3C(=O)N(C(C)(C)C)C(=O)[C@@H]3[C@]3(C)C(=O)N(c4ccccc4)C(=O)N23)cc1
24: Cc1ccc(N2CC(C(=O)Nc3cccnc3)CC2=O)cc1 (centres undefined)
Screen / compound no.	17	18	19	20	21	22	23	24
TGFb inhibitor	4%	3%	-10%	2%	1%	-2%	-4%	17%
EPAC2 antag	7%	4%	-13%	2%	12%	3%	10%	-1%
Nrf2 activator	0.5%	-0.6%	-0.2%	-0.4%	0.5%	-0.8%	6.5%	0.4%
CCT chaperon mod	1.9	0.4	-2.7	-0.3	-2.4	-0.7	-2.2	-1.0
Nrf2 block	-3%	21µM*	1%	x	x	3%	9%	14%
EPAC2 agonist	7%	0%	2%	10%	10%	7%	8%	2%
Mm-Cpn inhibitor	-4%	4%	-1%	x	x	2%	1%	0%
Akt phos inh	i	i	i	i	i	i	i	i
A549 viability	4%	-11%	12%	x	x	1%	0%	2%

25: Cc1ccc(NC(=O)CN(c2cc(C)cc(C)c2)S(=O)(=O)c2c(C)noc2C)nc1
26: CN(C)c1ccc(-n2cccc2/C=C2/SC(=Nc3ccc(F)cc3)NC2=O)cc1
27: O=c1c2ccccc2n2c(-c3ccc(F)cc3)nnc2n1Cc1ccccc1
28: O=C1CN(S(=O)(=O)c2ccccc2)CCN1S(=O)(=O)c1ccccc1
29: Cc1cccc(C(=O)Nc2ccc(N3CCN(S(C)(=O)=O)CC3)cc2)c1
30: CC(C)(C)c1ccc(C(=O)NCc2ccccc2)cc1
31: CC(=O)c1cc(-c2ccccc2)n(CC(=O)Nc2cccc(C)c2C)c1C
32: Cc1n[nH]c(C)c1S(=O)(=O)N1CCN(S(=O)(=O)c2ccccc2C#N)CC1
Screen / compound no.	25	26	27	28	29	30	31	32
TGFb inhibitor	-21%	4%	u	8%	2%	5%	2%	12%
EPAC2 antag	u	-1%	11%	-2%	3%	-3%	-2%	-1%
Nrf2 activator	0.6%	1.0%	-0.1%	0.1%	-0.4%	3.1%	-0.3%	0.2%
CCT chaperon mod	1.1	-3.3	-1.1	-1.2	-2.1	-4.8	-0.3	0.6
Nrf2 block	13%	-10%	-5%	14%	u	u	9%	8%
EPAC2 agonist	1%	4%	-9%	0%	0%	3%	-1%	-2%
Mm-Cpn inhibitor	-1%	-3%	-2%	1%	-6%	1%	-30%	0%
Akt phos inh	i	i	i	i	i	i	i	i
A549 viability	1%	-7%	-3%	5%	0%	2%	-2%	10%

33: COc1cc(OC)c(C(=O)Nc2ccc3ccccc3c2)cc1OC
34: Cc1oc2ncnc(N3CCCCC3)c2c1C(=O)N1CCN(c2cccc(C(F)(F)F)c2)CC1
35: COc1cccc(/C(C)=N/Nc2ncc(Cl)cc2Cl)c1
36: O=C(N=Nc1c(O)[nH]c2ccccc12)c1ccccc1NS(=O)(=O)c1cccs1
37: Cc1cc(C)c2nc(SCC(=O)NC(=O)c3cccn3C)cc(C)c2c1
38: CC1CCCCN1C(=O)CCNC(=O)Cn1cnc2ccccc2c1=O (centres undefined)
39: Cc1nn(-c2ccc(N3CCCC3)nn2)c(C)c1CCC(=O)NCc1ccc(F)cc1
40: Cc1cc(N2CCCCC2)nc2c(C)cccc12
41: Cc1ccccc1NS(=O)(=O)c1ccc(C(=O)N2CCCC2)cc1
42: Cc1ccc(S(=O)(=O)N[C@H](C(=O)OCC(=O)NC(=O)C2CCCCC2)C(C)C)cc1
Screen / compound no.	33	34	35	36	37	38	39	40	41	42
TGFb inhibitor	1%	-8%	-4%	-4%	5%	0%	1%	0%	u	-1%
EPAC2 antag	-3%	x	-6%	-21%	-9%	3%	x	-17%	-4%	-11%
Nrf2 activator	9.1%	-0.5%	5.8%	0.9%	-0.6%	-0.5%	-0.9%	-0.2%	-0.7%	-0.8%
CCT chaperon mod	1.8	x	-1.5	-0.6	-1.6	-0.3	x	-1.2	-1.6	-2.3
Nrf2 block	u	-27%	u	-22%	-20%	-1%	3%	10%	-9%	-11%
EPAC2 agonist	5%	x	13%	7%	11%	15%	x	10%	4%	0%
Mm-Cpn inhibitor	1%	x	2%	0%	-4%	1%	x	-4%	2%	0%
Akt phos inh	i	x	i	i	i	i	x	i	i	i
A549 viability	0%	-19%	15%	-13%	0%	2%	13%	10%	1%	-4%

Assay outcomes: PubChem BioAssay, National Center for Advancing Translational Sciences (NCATS)
